PREPL inh: PREPL enzyme inhibitors, primary screen, biochemical, fluorescence polarization; recombinant PREPL, fluorescence polarization activity-based probe; inhibition, % at 5.96 µM; actives 0.68% (n = 320,000); in the data active = inhibition above about 43%;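 note: 0% = enzyme with DMSO and 100% = wells lacking enzyme; many of its hits are not listed in these tables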
PAFAH2 inh: PAFAH2 enzyme inhibitors, primary screen, biochemical, fluorescence polarization, human; inhibition, % at 3.39 µM; Platelet-activating factor acetylhydrolase 2, cytoplasmic (Homo sapiens), Q99487; AID 492956, 2010; recombinant PAFAH2, FP-rhodamine activity probe; actives 0.99% (n = 340,000);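 active = inhibition above the mean over all tested compounds plus 3 SD, cut at about 30% in these data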;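 note: inhibitors block probe labeling of enzyme so polarization drops; 0% = enzyme with DMSO and 100% = wells lacking PAFAH2 protein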
LYPLA2 inh: LYPLA2 inhibitors, primary screen, counter-screen for PME1 inhibitor project, biochemical, fluorescence polarization, FP-Rh probe ABPP | Acyl-protein thioesterase 2 (Homo sapiens), O95372 | recombinant LYPLA2 | inhibition, % at 5.9 µM | actives 0.38% (n = 320,000) | AID 2177, 2009;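 active = inhibition above the screen-wide mean plus 3 SD, limit set per campaign, cut at about 26% in these data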;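 note: 0% = LYPLA2 with DMSO and 100% = wells lacking LYPLA2 enzyme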
Target sequence (O95372 whole entry, looked up): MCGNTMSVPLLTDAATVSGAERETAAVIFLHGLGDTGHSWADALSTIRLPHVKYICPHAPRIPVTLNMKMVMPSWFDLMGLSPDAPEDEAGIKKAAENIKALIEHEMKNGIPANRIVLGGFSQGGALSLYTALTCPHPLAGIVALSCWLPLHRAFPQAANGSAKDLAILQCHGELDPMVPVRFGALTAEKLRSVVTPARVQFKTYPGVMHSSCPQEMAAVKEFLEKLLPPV
PAFAH1B3 FP inh: PAFAH1B3 enzyme inhibitors, primary screen, biochemical, fluorescence polarization, human; Platelet-activating factor acetylhydrolase IB subunit alpha1 (Homo sapiens), Q15102; recombinant PAFAH1B3, FP-rhodamine probe; inhibition, % at 3.39 µM; actives 0.28% (n = 340,000); AID 492972, 2010;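 active = inhibition above the screen-wide average of all tested compounds plus 3 SD, cut at about 25% in these data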;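 note: 0% = enzyme with DMSO only and 100% = wells lacking PAFAH1B3 protein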
Target sequence (Q15102 whole entry, looked up): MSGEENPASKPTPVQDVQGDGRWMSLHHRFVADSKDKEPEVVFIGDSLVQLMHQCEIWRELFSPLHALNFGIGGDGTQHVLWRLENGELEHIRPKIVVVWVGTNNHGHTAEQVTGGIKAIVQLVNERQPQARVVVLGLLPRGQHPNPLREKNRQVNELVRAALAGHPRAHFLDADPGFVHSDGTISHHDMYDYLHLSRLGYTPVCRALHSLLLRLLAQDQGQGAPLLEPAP
GSTO1 counter: inhibitors of recombinant GSTO1, primary screen, counter-screen for RBBP9 inhibitor project, biochemical, fluorescence polarization; actives 1.1% (n = 300,000); inhibition, % at 5.96 µM; AID 1974, 2009; Glutathione S-transferase omega-1 (Homo sapiens), P78417; activity-based probe fluorescence polarization;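 active = inhibition above the campaign mean inhibition plus 3 SD, cut at about 35% in these data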;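 note: 0% = GSTO1-1 with DMSO and 100% = wells lacking GSTO1-1 enzyme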
Target sequence (P78417 whole entry, looked up): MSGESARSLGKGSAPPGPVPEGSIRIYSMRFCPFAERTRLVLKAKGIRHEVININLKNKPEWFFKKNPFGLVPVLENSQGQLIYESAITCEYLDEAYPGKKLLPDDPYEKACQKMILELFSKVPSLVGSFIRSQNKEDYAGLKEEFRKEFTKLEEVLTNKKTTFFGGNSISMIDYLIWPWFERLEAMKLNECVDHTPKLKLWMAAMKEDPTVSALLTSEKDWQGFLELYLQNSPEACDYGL
PAFAH1B2 FP inh: PAFAH1B2 enzyme inhibitors, primary screen, biochemical, fluorescence polarization, human | Platelet-activating factor acetylhydrolase IB subunit alpha2 (Homo sapiens), P68402 | recombinant PAFAH1B2, FP-rhodamine activity probe | inhibition, % at 3.39 µM | actives 1.2% (n = 340,000) | AID 492953, 2010;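 active = inhibition above the mean of all tested compounds plus 3 SD, cut at about 24% in these data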;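 note: 0% = enzyme with DMSO and 100% = wells lacking PAFAH1B2; many of its hits are not listed in these tables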
pPAFAH inh: pPAFAH enzyme inhibitors, primary screen, biochemical, fluorescence polarization, human | Platelet-activating factor acetylhydrolase (Homo sapiens), Q13093 | recombinant pPAFAH, FP-rhodamine probe fluorescence polarization | inhibition, % at 3.39 µM | actives 1.5% (n = 330,000);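 active = inhibition above the mean inhibition across the screen plus 3 SD, cut at about 25% in these data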;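 note: inhibitors block binding of the rhodamine activity-based probe so polarization drops; 0% = enzyme with DMSO and 100% = wells lacking pPAFAH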
PAD4 FP inh: human PAD4 inhibitors, primary screen, biochemical, fluorescence polarization, 1536-well format; recombinant PAD4, RCA probe fluorescence polarization; actives 0.41% (n = 330,000); AID 485272, 2010; Protein-arginine deiminase type-4 (Homo sapiens), Q9UM07; inhibition, % at 6.36 µM;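 active = percent inhibition above a cutoff equal to the mean of all tested compounds plus 3 SD, cut at about 15% in these data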;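 note: 0% = PAD4 with RCA probe and DMSO and 100% = probe without PAD4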
LYPLA1 inh: LYPLA1 inhibitors, primary screen, counter-screen for PME1 inhibitor project, biochemical, fluorescence polarization, FP-Rh probe ABPP; Acyl-protein thioesterase 1 (Homo sapiens), O75608; actives 0.16% (n = 320,000); inhibition, % at 5.9 µM; recombinant LYPLA1;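 active = inhibition above the mean of all tested compounds plus 3 SD, set per campaign, cut at about 14% in these data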;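 note: inhibitors block serine hydrolase probe labeling of LYPLA1 so polarization falls; 0% = enzyme with DMSO and 100% = wells lacking LYPLA1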
* hit, by the source's call; nt = not tested or not shown. Not all compounds are listed (hit frequency here may not be typical).

SMILES | PREPL inh | PAFAH2 inh | LYPLA2 inh | PAFAH1B3 FP inh | GSTO1 counter | PAFAH1B2 FP inh | pPAFAH inh | PAD4 FP inh | LYPLA1 inh
FC(F)Oc1ccccc1NC(=S)NCc1ccco1 | -3 | -6 | 7 | -2 | 5 | 6 | 0 | 4 | 4
Cc1ccc(CC(=O)c2ccc(Cl)cc2)cc1 | 5 | -3 | 7 | 11 | -2 | 18 | 3 | -3 | 5
O=C(Nc1cccs1)Nc1ccc(F)cc1F | 1 | -5 | 4 | -4 | 11 | -2 | 3 | 0 | 0
Cc1ccc(-c2ccc(C)c(N)c2C)c(C)c1N | 0 | -2 | -4 | 8 | 5 | 3 | 2 | -3 | -4
Cc1cc(N2CCCC2)ccc1/C=C1/C(=O)N(C)C(=S)N1C | 3 | -10 | 5 | -18 | -5 | -11 | 5 | -8 | -1
Cn1ccnc1SCC(=O)Nc1cccc([N+](=O)[O-])c1 | 3 | -4 | -1 | 0 | 3 | 2 | 6 | -2 | -2
COc1ccccc1N1CCN(CC(=O)Nc2nc(C)c(C(=O)N(C)C)s2)CC1 | -3 | -1 | -2 | 1 | 1 | 3 | 3 | -2 | -1
Cc1ccc(CC2S/C(=C(/C#N)C(=O)NCc3ccco3)N(c3ccccc3)C2=O)cc1 (configuration not stated) | 4 | 5 | 10 | 5 | 8 | -1 | 3 | -2 | 1
COc1ccc(F)cc1S(=O)(=O)NC1CCCCCC1 | 7 | -6 | 1 | 2 | 7 | 0 | 5 | 1 | 1
COc1ccccc1CC(=O)Nc1ccc2c(c1)C(=O)NC2=O | 2 | -6 | 0 | 1 | -2 | 0 | 1 | -2 | 0
COC(=O)C1CCN(CC(=O)Nc2ccc3c(c2)OCCO3)CC1 | 9 | -3 | nt | 9 | nt | 6 | 6 | 2 | nt
O=C(Nc1ccc2nc(-c3ccc(Br)o3)[nH]c2c1)c1cccs1 | 22 | 8 | -5 | 7 | -10 | 2 | 15 | -3 | -8
CSc1nc(-c2ccccc2)cn1-c1ccc(NC(C)=O)cc1 | -4 | 5 | -2 | 5 | -1 | 3 | 3 | -3 | 0
COc1ccc(NC(=O)CN2C(=O)NC3(CCCCC3C)C2=O)cc1OC (configuration not stated) | 9 | -2 | -1 | 8 | nt | -4 | 1 | -1 | -1
COc1cccc(-c2ocnc2C(=O)Nc2ccc3c(c2)CCC3)c1 | -2 | -7 | -6 | 6 | 7 | 1 | 4 | -2 | -8
CC1CCN(C(=O)c2[nH]cnc2C(=O)N[C@@H](C)C(=O)OC(C)(C)C)CC1 | 0 | 6 | 3 | 7 | 2 | 3 | 2 | 4 | 0
CCOC(=O)N1CCc2c(sc3[nH]c(=S)[nH]c(=S)c23)C1 | 2 | nt | 6 | nt | 16 | nt | 4 | 0 | 1
CCN(C[C@H]1N[C@@](Cc2ccccc2)(C(=O)OC)[C@H]2C(=O)N(Cc3ccccc3)C(=O)[C@@H]12)C(=O)c1ccc(F)cc1 | 32 | 2 | nt | 7 | nt | 5 | 0 | -2 | nt
CCCCNC(=O)c1onc(CSc2ccc(F)cc2)c1C(=O)NCCCC | 8 | -2 | -5 | -2 | 3 | 3 | -2 | 4 | -5
Cc1ccc(CCCOC(=O)C[N+]2(C)CCCCC2)cc1 | 35 | -5 | 14 | 2 | -1 | 3 | -2 | 1 | 6
CCOC(=O)C[C@H]1c2ccc(C(F)(F)F)cc2S(=O)(=O)N1C(C)C | 2 | 5 | -1 | 4 | -4 | 4 | 7 | 2 | -2
COc1ccc2nc(SCC(=O)NCc3ccc(F)cc3)[nH]c2c1 | -1 | -3 | -1 | 0 | -5 | 6 | 1 | -1 | -1
CC1(C(=O)N2CCN(c3ccccc3)CC2)CC1(Cl)Cl (configuration not stated) | 9 | 10 | 1 | 1 | -1 | 4 | 2 | 4 | 2
CSc1nc(N)nc(N(C)C)n1 | 3 | 0 | 2 | -7 | -7 | 4 | 4 | 0 | -2
COC(=O)c1cn(-c2ccc(Cl)cc2)c(=O)c2ccccc12 | 0 | 4 | 7 | 8 | -5 | -1 | 5 | 3 | 6
O=c1cc(NC2CCCCCC2)[nH]c(=O)[nH]1 | 3 | -3 | 3 | 0 | -5 | 16 | -1 | -7 | -1
Cc1ccc(C)c(OCCCN2CCCC2)c1 | -1 | 0 | -2 | 6 | -2 | 1 | -2 | 0 | 0
O=S(=O)(Nc1ccc2c(c1)nc1n2CCN(Cc2ccccc2)C1)c1ccccc1 | -5 | 8 | -9 | -8 | 0 | 8 | 26* | -3 | -10
O=C(CSc1nnc2ccc(-c3ccccn3)nn12)Nc1ccccc1 | -5 | 2 | 9 | 8 | 3 | 3 | 2 | -2 | -1
Cc1cc(/C=N/NC(=O)C(=O)N2CCCC2)c(C)n1-c1cccc(Br)c1 | 7 | 0 | -2 | 8 | 13 | 2 | 14 | -1 | 1
CN(CC(=O)NCc1ccc2c(c1)OCO2)S(=O)(=O)c1ccc(F)cc1 | -2 | -8 | 3 | 4 | 3 | 4 | 7 | -7 | 4
N#CC(CO)(Cc1ccc(OC(F)F)cc1)c1nc2ccccc2[nH]1 (configuration not stated) | -11 | 1 | 0 | -3 | 6 | -5 | 1 | 1 | -3
Cc1ccccc1NC(=O)NNC(=O)COc1ccc2ccccc2c1 | 5 | -51 | 2 | 4 | 4 | 2 | -2 | 1 | -7
CCOCCCNC(=O)C1CCC(CNS(=O)(=O)c2ccc(F)cc2)CC1 (configuration not stated) | 0 | 4 | 3 | 9 | 1 | 3 | 12 | 1 | 3
CCN(CC)CCNC(=O)C12CC3CC(CC(C3)C1)C2 | 1 | 5 | -2 | 8 | 0 | 3 | 6 | -4 | 0
CNC(=O)C(=O)NCCN1CCN(C(=O)c2ccc([N+](=O)[O-])cc2)CC1 | -5 | 4 | 0 | 8 | 0 | 2 | -1 | -6 | 1
C[C@@H](C(=O)Nc1nccs1)N1C(=O)C2CC=CCC2C1=O (some centres not stated) | 21 | 9 | nt | 5 | nt | 2 | 4 | -5 | nt
CCCNC(=S)N1CCN(C)CC1 | 2 | -8 | 4 | 1 | -1 | 3 | -5 | 0 | -3
O=C(Nc1cccc(-c2nc3cccnc3s2)c1)c1ccc(Cl)nc1 | -5 | -9 | -18 | -9 | 7 | -2 | -10 | -8 | -27
CC(=O)N1c2ccc(S(=O)(=O)NCC3CCC(C(=O)Nc4cccc(C)n4)CC3)cc2CC1C (configuration not stated) | 2 | 2 | 18 | 5 | 0 | 6 | 5 | -1 | -1
CCc1cc2c(=O)nc3n(c2s1)Cc1ccccc1/C3=C(/O)c1cccc([N+](=O)[O-])c1 | 1 | 24 | 0 | 5 | 3 | 1 | 7 | 3 | -3
Cc1ccc(S(=O)(=O)Nc2c(C)nn(C)c2C)cc1C | -4 | 7 | -2 | 4 | 5 | -2 | 1 | 1 | 0
O=S(=O)(NCc1ccco1)c1cnc(Cl)c(Cl)c1 | -13 | 1 | -1 | -18 | 4 | 4 | 2 | 0 | -1
Cc1ccc(C(=O)n2cnnc2N)cc1C | -12 | 12 | 2 | 3 | -4 | 9 | 5 | -1 | -5
Cc1ccc(C(=O)NCC(=O)N2CCN(c3ncccn3)CC2)s1 | 2 | 13 | -3 | 13 | -3 | 1 | 0 | 2 | 2
Cc1[nH]c(=O)[nH]c(=O)c1CSCC(=O)OCC(=O)Nc1ccccn1 | -7 | 3 | 0 | 11 | 10 | 3 | -2 | -4 | 3
COc1ccc(C2=NS(=O)(=O)N(C)C(C(=O)Nc3cc(C)ccc3O)=C2)cc1OC | 4 | 1 | -2 | -10 | 2 | 4 | 5 | -1 | 0
COc1cccc(Oc2cnc(N)nc2-c2ccc(OC)cc2O)c1 | 4 | 3 | 7 | 8 | -8 | -1 | 4 | -13 | -2
Cc1cccc(NC(=S)N2CCC(c3nc4ccccc4s3)CC2)c1 | 28 | -1 | -9 | 2 | 1 | -1 | 6 | -1 | -3
CCNc1cccc2c1C(=O)N(C)C2=O | -4 | 7 | -2 | 4 | 5 | -3 | -5 | -4 | -6
O=C(COC(=O)c1ccc(Cl)s1)c1ccc[nH]1 | 5 | 13 | -5 | 7 | -6 | -7 | 9 | 2 | -4
C=C(C)CNC(=S)N/N=C(\C)c1ccc(OC)cc1 | 8 | 0 | -1 | 8 | -2 | 2 | 0 | 1 | 0

Compound activity deposited in PubChem by The Scripps Research Institute Molecular Screening Center.
